# eIF4E-4G inh: eIF4E–eIF4G protein interaction inhibitors, primary screen, biochemical, uHTS, TR-FRET, eIF4GI fragment | inhibition, % at 21.7 µM | 220,000 compounds, 0.37% hits | Eukaryotic translation initiation factor 4E (Mus musculus) + Eukaryotic translation … | TR-FRET eIF4E-eIF4GI(517-606) binding, 2 h;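 active = inhibition above about 30%, limit read from the data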;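 note: 0% = full FRET control wells and 100% = background wells lacking eIF4GI fragment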
# Rad51 HR inh: human RAD51 strand exchange inhibitors, primary screen, biochemical, fluorescence | hRad51 DNA strand exchange, fluorescence dequenching | inhibition, % at 10 µM | 200,000 compounds, 0.085% hits | AID 1385, 2008;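 active = inhibition above 40% at the single screening dose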;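 note: 0% = DMSO control wells and 100% = blanks with heterologous ssDNA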
# Target sequence (Q06609 whole entry, looked up): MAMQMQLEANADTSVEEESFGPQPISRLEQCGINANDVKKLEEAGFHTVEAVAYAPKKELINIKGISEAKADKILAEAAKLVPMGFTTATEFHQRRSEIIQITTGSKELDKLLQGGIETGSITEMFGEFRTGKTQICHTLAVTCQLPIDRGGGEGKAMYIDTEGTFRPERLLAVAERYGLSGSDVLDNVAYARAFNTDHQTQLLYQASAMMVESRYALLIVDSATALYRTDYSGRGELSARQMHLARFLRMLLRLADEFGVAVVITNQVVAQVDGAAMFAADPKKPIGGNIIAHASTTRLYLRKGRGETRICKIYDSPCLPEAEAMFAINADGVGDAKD
#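 Test system – preformed human Rad51 ssDNA filaments · Reagent – Donor/quencher-labelled 47-bp dsDNA substrate · Incubation – 37 °C 15-min filament assembly, 30-min compound preincubation, 15-min exchange · Signal – FRET fluorescence dequenching, excitation 485 nm, emission 520 nm · Read-out – percent inhibition from fluorescence, normalised to plate control and blank means · Benchmarks – plate control and blank wells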
# FXIIa inh 1536: human FXIIa protease inhibitors, primary screen, biochemical, 1536-well. Coagulation factor XII (Homo sapiens), P00748. purified FXIIa, Boc-QGR-AMC fluorogenic substrate, 2 h. inhibition, % at 5 µM. 220,000 compounds, 0.3% hits. AID 800, 2007; in the data active = inhibition above about 40%;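 note: 0% = enzyme with no compound and 100% = blank without enzyme; many of its hits are not listed in these tables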
# Wee1 stabilizer: Wee1 degradation inhibitors, primary screen, cell-based, HeLa, Wee1K328M-luciferase, luminescence. Wee1-like protein kinase (Homo sapiens), P30291. HeLa Luc-Wee1K328M stability; 100% = proteasome inhibitor MG132 effect. reporter increase, % at 5 µM. 220,000 compounds, 1.2% hits;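 active = activation above the mean of all tested compounds plus 3 SD, set per screening run, cut at about 8.8% in these data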;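 note: cells exposed to compound for 20 h before luminescence read; 0% = DMSO alone and 100% = MG132 at 30 µM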
# p97 ATPase inh: inhibitors of human p97 ATPase, primary screen, biochemical. 220,000 compounds, 0.42% hits. Transitional endoplasmic reticulum ATPase (Homo sapiens), P55072. inhibition, % at 8 µM. recombinant p97 ATPase, Kinase-Glo ATP luminescence, 3 h. AID 1481, 2009; in the data active = inhibition above about 15%;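 note: 0% = DMSO vehicle and 100% = wells lacking enzyme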
# FXIa inh 1536: human FXIa protease inhibitors, primary screen, biochemical, 1536-well; 220,000 compounds, 0.14% hits; Coagulation factor XI (Homo sapiens), P03951; inhibition, % at 5 µM; purified FXIa, Boc-Glu-Ala-Arg-AMC fluorogenic substrate; AID 798, 2007;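 active = inhibition of at least 40%; inactive = inhibition below 40%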;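 note: fluorescence of freed AMC excited at 355 nm; 0% = enzyme without compound and 100% = no enzyme blank; many of its hits are not listed in these tables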
# KLK5 inh: human KLK5 protease inhibitors, primary screen, biochemical, 1536-well; AID 873, 2007; 210,000 compounds, 0.59% hits; Kallikrein-5 (Homo sapiens), Q9Y337; recombinant hK5, fluorogenic AMC substrate cleavage; inhibition, % at 5 µM;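 active = inhibition of 40% or more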;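 note: 0% = enzyme controls without compound and 100% = no-enzyme blanks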
# Target sequence (Q9Y337 67-293 limits assumed): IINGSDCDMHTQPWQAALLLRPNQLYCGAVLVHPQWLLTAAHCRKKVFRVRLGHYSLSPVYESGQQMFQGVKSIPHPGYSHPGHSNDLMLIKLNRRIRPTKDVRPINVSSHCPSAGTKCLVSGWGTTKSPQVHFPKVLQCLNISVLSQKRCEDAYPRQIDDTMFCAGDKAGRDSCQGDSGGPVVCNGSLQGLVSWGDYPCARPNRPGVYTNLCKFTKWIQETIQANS
# MDM2 E3 inh: MDM2-luciferase reporter signal enhancers, primary screen, MDM2 E3 ligase inhibitor project, cell-based, luminescence, 1536-well; cell-based MDM2 ubiquitination luciferase reporter, 2 h; 0 = plate control, 100 = twice control, blank-subtracted; 210,000 compounds, 0.11% hits; E3 ubiquitin-protein ligase Mdm2 (Homo sapiens), Q00987; AID 1230, 2008; signal enhancement, % at 5 µM;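 active = signal enhancement of 30% or more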;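 note: luminescence tracks abundance of the self-degrading MDM2-luciferase fusion protein; higher signal means inhibition of MDM2 E3 ligase activity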
#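 Material: Stable MDM2–luciferase fusion reporter cells | Amount: 2000 cells seeded into each well | Dosing: One concentration, 5 µM, with 0.2% DMSO | Incubation: 4 h cell settling then 2 h compound exposure, 37 °C | Measured by: Luciferase luminescence | Read-out basis: % enhancement relative to plate controls after blank subtraction | Benchmarks: Control and blank well means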
# 14-3-3 Bad inh: inhibitors of 14-3-3 zeta/Bad binding, primary screen, biochemical, TR-FRET, bovine 14-3-3 zeta; inhibition, % at 21.7 µM; TR-FRET 14-3-3zeta/Dy647-pBad peptide displacement, 1 h; 220,000 compounds, 0.71% hits;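 active = inhibition above about 70%, limit read from the data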;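 note: 0% = full 14-3-3 plus peptide FRET controls and 100% = background without 14-3-3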
# Target sequence (P63103 whole entry, looked up): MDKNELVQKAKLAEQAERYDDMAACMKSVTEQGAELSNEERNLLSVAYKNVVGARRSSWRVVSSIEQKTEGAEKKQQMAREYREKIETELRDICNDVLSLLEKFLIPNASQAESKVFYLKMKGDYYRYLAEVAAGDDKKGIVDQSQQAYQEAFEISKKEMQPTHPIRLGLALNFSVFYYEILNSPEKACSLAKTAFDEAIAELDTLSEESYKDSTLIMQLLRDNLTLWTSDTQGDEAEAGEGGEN
# The depositor's hits bear a star; x = no result given; [ ] = dose if it differs, or a comment.
SMILES,eIF4E-4G inh,Rad51 HR inh,FXIIa inh 1536,Wee1 stabilizer,p97 ATPase inh,FXIa inh 1536,KLK5 inh,MDM2 E3 inh,14-3-3 Bad inh
CC1=C(C(=O)Nc2ccc(F)cc2)C(c2ccncc2)C2=C(CCCC2=O)N1 (stereo not drawn),2,-1,0,0,5,-4,-27,-4,10
Cc1cc(C)n2nc(C(=O)N3CCCC(CNS(=O)(=O)c4cccs4)C3)cc2n1 (stereo not drawn),7,6,3,-4,6,-7,-12,-2,-1
O=C1c2cccc3cccc(c23)C(=O)N1CCc1ccccc1,-1,27,7,1,-1,-1,8,-6,-12
COc1ccc(CNC(=O)CN2CCN(C(c3ccccc3)c3ccccc3)CC2)cc1,4,-5,3,3,-1,-1,-3,-1,-6
O=C(COc1ccccc1F)N/N=C1\CCCc2ccccc21,0,2,4,11*,3,7,-4,-8,-1[fluorescence artefact?]
O=C(COC(=O)/C=C/c1ccccc1)NCCC1=CCCCC1,0[fluorescence artefact?],-1,-15,2,-3,21,-3,-28,12[fluorescence artefact?]
O=C(CSc1nnc(-c2ccco2)o1)N1c2ccccc2CCc2ccccc21,1,4,-4,-2,-3,2,0,-17,-4
C=CCn1c(SCC(=O)NCC2CCCO2)nnc1-c1ccccc1 (stereo not drawn),4,19,3,4,1,0,-2,-15,-5
Nc1ncn(-c2ncc(C(F)(F)F)cc2Cl)n1,-3,x,6,2,2,-7,x,-17,1
COC(=O)c1ccc2c(c1)NC(=O)C(N1CCOCC1)S2 (stereo not drawn),-1,8,-13,-3,3,-9,-2,-15,4
Cc1ccc(OCC(=O)N/N=C\c2ccncc2)c(C)c1,0,-7,-6,-2,-3,-15,-21,-7,0
Cc1nnc(NC(=O)c2cc3n(n2)C(C(F)(F)F)CC(C2CC2)N3)s1 (stereo not drawn),14,-6,10,1,4,0,-28,-2,-11
Cc1ccc(CN(C)C(=O)c2ccc3c(c2)NC(=O)CS3)o1,4,2,0,-3,-2,-2,-3,x,2
COc1ccc(/C=N/NC(=O)CCn2cnc(-c3ccccc3)c2-c2ccccc2)cc1,5,6,5,5,0,-8,3,-12,-6
CC1CCCN(C(=O)c2ccc3c(c2)C(=O)N(CCC2=CCCCC2)C3=O)C1 (stereo not drawn),-1[fluorescence artefact?],x,-2,-3,-11,-3,-7,x,6
COc1cccc(S(=O)(=O)Nc2ccc(C(=O)N3CCOCC3)cc2)c1,-1[fluorescence artefact?],10,11,-2,-5,1,1,-9,5
COc1ccc(C2=CSC3=C(C(=O)c4cccc(S(=O)(=O)N(C)C)c4)CCN23)cc1,-31[fluorescence artefact?],-10,16,0,2,7,0,16,38[fluorescence artefact?]
Cc1cc(NC(=O)CSc2nnc(C(C)N(C)C)n2Cc2ccccc2)no1 (stereo not drawn),-11[fluorescence artefact?],3,18,-3,-5,-2,-16,-13,-15
COc1cccc(N/C(SCc2ccccc2F)=C(/C#N)C(=O)NCc2cccs2)c1,5,4,1,2,-2,3,-1,-3,-8[fluorescence artefact?]
Cc1c(NS(=O)(=O)c2ccc3c(c2)c(=O)n(C)c(=O)n3C)c(=O)n(-c2ccccc2)n1C,-5[fluorescence artefact?],x,-1,-1,4,-6,-24,1,4[fluorescence artefact?]
O=C(Nc1ccncc1)Nc1ccccn1,-4,5,14,-1,-2,3,-5,-18,2
Cc1occc1C(=O)O/N=C(\N)c1ccc(Cl)cc1,3,-10,10,-3,-6,7,8,-12,8
COc1ccc(Nc2ncnc3c2cnn3Cc2ccc(C)cc2)cc1,0,4,6,-1,2,3,-22,-5,18
O=C(NC(Cc1ccc(F)cc1)C(=O)O)c1ccccc1 (stereo not drawn),4[fluorescence artefact?],0,-16,4,3,-4,2,-15,4[fluorescence artefact?]
Cc1cc(C)cc(C(=O)N2CC(C)SC2=Nc2cccc(S(=O)(=O)N(C)C)c2)c1 (stereo not drawn),0,-12,1,1,-1,-1,-8,-13,4

# The results go on:
SMILES,eIF4E-4G inh,Rad51 HR inh,FXIIa inh 1536,Wee1 stabilizer,p97 ATPase inh,FXIa inh 1536,KLK5 inh,MDM2 E3 inh,14-3-3 Bad inh
COc1cccc(NC(=O)c2cccnc2)c1,0,-3,22,-1,-1,3,-5,12,-1
CC(C)CNc1nc(S(=O)(=O)c2ccccc2)c(Cl)s1,2,-1,28,-2,-10,32,25,-15,-1
CCn1c(SCc2nc3ccccc3c(=O)[nH]2)nnc1C(C)NC(=O)c1ccccc1F (stereo not drawn),4,-40,8,-3,4,2,3,-7,-7
O=c1c2[nH]c3ccc(F)cc3c2ncn1CCCn1ccnc1,-7,0,11,-1,-3,-4,-12,-32,-2[fluorescence artefact?]
CCCCn1c(CN2CCN(C(=O)c3ccco3)CC2)nc2c1c(=O)n(C)c(=O)n2C,-1[fluorescence artefact?],-2,4,1,-2,-7,6,-6,-2[fluorescence artefact?]
O=S(=O)(Nc1ccc(N2CCCCC2)cc1)c1ccc(F)cc1,8,-15,4,4,6,1,-1,-6,-15
COC(=O)c1cccc(S(=O)(=O)N2CCC(n3nnc4cc(F)ccc43)CC2)c1,4,-3,10,-3,-6,-7,-12,-23,-5
Cc1ccc(NC(=O)[C@@H]2CCCN2S(=O)(=O)c2ccccc2F)cc1,-7,38,7,-2,4,1,4,x,0
COc1ccc(NC(=O)Cc2ccccc2F)cn1,1,-5,13,1,-3,23,15,-88,8
COc1cc(C=NCC2OCCc3ccccc32)cc(OC)c1 (stereo not drawn),0,2,5,-2,-1,-3,-15,-6,-3
COc1nnc(-c2ccc(N3CCOCC3)c(NC(=O)c3ccco3)c2)c2ccccc12,-2,4,0,1,6,-7,-7,-3,-4
Cc1cc(Cl)ccc1OCC(=O)N/N=C1\CCCc2ccccc21,6,1,14,-2,-6,5,-11,-5,6
CCOC(=O)CC(=O)CSc1nc2c(cc1C#N)CCCCC2,-1,5,-14,-2,6,-9,-17,-32,-15
CCc1ccc(CC)c(S(=O)(=O)Nc2ccc(O)c(C(=O)O)c2)c1,0,1,-5,-1,3,3,-8,15,0
O=C1S/C(=C\C=C\c2ccco2)C(=O)N1c1ccc(O)cc1,-5,-18,20,5,43*,22,-72,-41,9
COc1cccc(CN2CCN(Cc3nc(C(C)C)cs3)CC2CCO)c1 (stereo not drawn),-3,3,8,-3,0,-1,4,-8,-3
CC(CCc1ccccc1)N(C)CC(O)c1cccc([N+](=O)[O-])c1 (stereo not drawn),7,x,3,-3,3,1,0,-13,-8
CCCc1nc2ccc(NC(=O)c3cccs3)cc2c(=O)n1Cc1ccccc1Cl,0,x,9,-2,6,5,3,-2,-12
CC(=O)N1CCN(CCN=CC2=C(O)CC(c3ccc(Cl)cc3)CC2=O)CC1 (stereo not drawn),-3[fluorescence artefact?],x,17,-2,0,-2,-13,-23,-2
Cc1ccc(C2C3=C(CC(C)(C)CC3=O)Nc3onc(C)c32)cc1 (stereo not drawn),-17,-1,-3,0,2,-2,-21,3,-7
CCc1ccc(Nc2cc(C(=O)NCCCN3CCOCC3)c3ccccc3n2)cc1,1,x,6,2,-10,4,-3,-18,6
COCCNC(=O)c1ccc2c3n(nc2c1)-c1ccc(C)cc1CO3,8,10,1,x,x,3,-1,-13,-4
CCN(CCCCCCN)c1ccc2c(=O)[nH][nH]c(=O)c2c1,-2,9,4,-1,3,-6,-13,0,-25
O=C(CCC(=O)N1CCCC1)Nc1nnc(C(F)(F)F)s1,-9,4,17,-3,0,-3,-5,3,8
CCOC(=O)N1CCN(C(=O)CSc2nc3c(cnn3-c3ccc(C)cc3)c(=O)[nH]2)CC1,2,5,5,0,3,-2,-5,12,-3

# (further entries)
SMILES,eIF4E-4G inh,Rad51 HR inh,FXIIa inh 1536,Wee1 stabilizer,p97 ATPase inh,FXIa inh 1536,KLK5 inh,MDM2 E3 inh,14-3-3 Bad inh
O=c1c2ccccc2nnn1Cc1ccccn1,14,2,5,-1,7,1,-1,-11,14
COc1cc([C@@H]2c3cc4c(cc3[C@@H](O)[C@@H](CO)[C@@H]2CO)OCO4)cc(OC)c1O[Si](C)(C)C(C)(C)C,-7,2,8,x,x,1,3,21,0
O=C(COC(=O)CNC(=O)c1ccc(-c2ccccc2)cc1)NCc1ccco1,10,-18,11,-2,1,4,12,-8,-4
CC(C)c1cccc(OCCCCN(C)C)c1,1,11,1,1,2,-2,-49,-1,0
Cc1ccc2oc(=O)c3cnn(CC(=O)N4CCCCC4C)c3c2c1 (stereo not drawn),1,-4,7,-1,0,-3,-5,-14,4[fluorescence artefact?]
CCOC(=O)C1CCCN(C(=O)c2cc(Nc3ccc(OC)c(OC)c3)nc3ccccc23)C1 (stereo not drawn),1,-2,5,-2,1,-6,-21,-8,-19
Cc1cc(=O)n2nc(N3CCCC(C(=O)NCCc4ccccc4)C3)sc2n1 (stereo not drawn),-13[fluorescence artefact?],4,1,3,3,-3,-6,-14,-5
CCOC(=O)c1c(NC(=O)CN(C)C2CCN(C)CC2)sc(C(=O)Nc2ccccc2)c1C,0,3,3,-1,-10,-4,-2,-10,29
NCCNc1ccc([N+](=O)[O-])c(NC2CC2)c1,8,x,13,3,17*,7,-5,2,4[fluorescence artefact?]
CCOCCCNC(=O)C(c1ccc(OC)cc1)N(Cc1ccc2c(c1)OCO2)C(=O)CNC(C)=O (stereo not drawn),6,2,-6,-3,-6,-13,-31,-12,-1
CC(=O)Nc1ccc(S(=O)(=O)NCc2ccc(C(=O)NCc3ccc(Cl)cc3)cc2)cc1,-37,-14,-13,0,1,-4,-16,-2,74*
COc1cccc(N2CCN(c3c(C#N)c(C(F)(F)F)nn3C)CC2)c1,0[fluorescence artefact?],5,20,3,-4,4,3,4,-5
OCCNCC(O)Cn1ccc2ccccc21 (stereo not drawn),-1[fluorescence artefact?],4,9,-2,0,6,-2,-24,2

# 4 entries picked at random from those above:
SMILES,eIF4E-4G inh,Rad51 HR inh,FXIIa inh 1536,Wee1 stabilizer,p97 ATPase inh,FXIa inh 1536,KLK5 inh,MDM2 E3 inh,14-3-3 Bad inh
O=C(COC(=O)CNC(=O)c1ccc(-c2ccccc2)cc1)NCc1ccco1,10,-18,11,-2,1,4,12,-8,-4
CC(=O)Nc1ccc(S(=O)(=O)NCc2ccc(C(=O)NCc3ccc(Cl)cc3)cc2)cc1,-37,-14,-13,0,1,-4,-16,-2,74*
CCOC(=O)C1CCCN(C(=O)c2cc(Nc3ccc(OC)c(OC)c3)nc3ccccc23)C1 (stereo not drawn),1,-2,5,-2,1,-6,-21,-8,-19
NCCNc1ccc([N+](=O)[O-])c(NC2CC2)c1,8,x,13,3,17*,7,-5,2,4[fluorescence artefact?]

# Screening results from PubChem BioAssay.

# This is a random part of the collection; overall some 3.5% were active at least once.
